Tb PFK block = T. brucei PFK enzyme inhibition; O15648; T. brucei PFK, ADP-Glo luminescence; Potency, µM (top dose mostly 57.5 µM), inactives show top-dose activity, negative = inhibition, actives largely listed as inhibitors; 330,000 tested, 0.17% active; AID 485367;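 further: potency means the concentration at half of the fitted maximal effect; 0% = uninhibited 1x PFK enzyme wells and -100% = no-enzyme wells; nearly all actives have a fitted effect of over 60% in size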
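PFK 1.25 nM, F6P 0.5 mM, ATP 0.1 mM, 0.1 M TEA pH 8.0, 5 mM MgCl2, 0.01% Tween20, 0.1% BSA; 45 min RT. ADP-Glo readout. qHTS titration up to 57 uM; curves fitted, compounds curve-classed.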
Menin-MLL TR inh = inhibitors of human menin-MLL interaction, mutant MLL peptide; O00255; 270,000 tested, 0.23% active; Potency, µM (series often up to 61.6 µM), for inactives: at the highest dose FP activity change, negative = inhibition, hits mostly inhibitors; Menin + Texas Red MLL mutant peptide, fluorescence polarization; active means well fitted inhibition curve with a large enough effect in the polarisation, with a control signal flat, not every such curve was filed as active; inconclusive means small, poorly fitted or top-dose-only effect, or effect the other way, or a change in a side signal; inactive means no such curve, though single readings can be large or run the other way; the % refers to the polarisation; further: potency means the concentration at half of the fitted maximal effect; % of control where 0% means no effect; many of its hits are not listed in these tables
Target sequence (O00255 whole entry, looked up): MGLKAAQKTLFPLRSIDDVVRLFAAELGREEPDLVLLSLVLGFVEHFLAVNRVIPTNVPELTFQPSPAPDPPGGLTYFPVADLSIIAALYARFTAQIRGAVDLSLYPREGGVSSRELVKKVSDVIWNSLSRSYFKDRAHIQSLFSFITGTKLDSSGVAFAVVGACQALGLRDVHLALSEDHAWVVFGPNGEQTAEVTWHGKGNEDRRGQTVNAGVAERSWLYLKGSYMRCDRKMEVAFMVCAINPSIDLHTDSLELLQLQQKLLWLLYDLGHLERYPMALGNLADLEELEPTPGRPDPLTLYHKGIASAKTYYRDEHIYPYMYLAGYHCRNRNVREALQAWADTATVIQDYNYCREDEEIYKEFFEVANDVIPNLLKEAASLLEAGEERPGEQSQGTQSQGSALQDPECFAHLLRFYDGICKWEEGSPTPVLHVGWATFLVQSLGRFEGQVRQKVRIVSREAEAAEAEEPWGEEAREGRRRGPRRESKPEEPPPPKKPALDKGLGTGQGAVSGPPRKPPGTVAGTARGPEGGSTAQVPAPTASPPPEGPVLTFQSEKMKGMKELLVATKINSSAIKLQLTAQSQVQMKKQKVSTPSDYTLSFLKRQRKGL
FBPA coupling cs = counter-screen for Giardia aldolase inhibitors: coupling enzyme system; coupling enzyme system counterscreen, AmpLite Red fluorescence; activity change, negative = inhibition, % at 58.2 µM, hits read low; 290,000 tested, 0.67% active; in the data active means activity change below about -30%; further: on the % scale 0 is the no-effect control and ±100 the full control effect
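Counterscreen lacking aldolase: glyceraldehyde-3-phosphate coupling-enzyme reagent preincubated 10 min at RT with compound (at 57.5 uM final), then substrate/coupling system with AmpLite Red added; fluorescence read at 525/598 nm after 20 min RT.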
B2AR arrestin = beta2AR (human) beta-arrestin recruitment activity; beta-arrestin recruitment to beta2AR, cell-based reporter; Potency, µM (series often up to 46.1 µM), for the others: at the highest dose activation, hits mostly activators; 330,000 tested, 0.02% active;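 further: potency means the concentration at half of the fitted maximal effect; 0% = DMSO controls and full agonism = EC100 isoproterenol or metaproterenol; nearly all actives have a fitted effect of over 65% in size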
S-ASM inh = blocks human secretory acid sphingomyelinase | 340,000 tested, 0.006% active | AID 504937 | Potency, µM (series often up to 57.5 µM), inactives show top-dose activity change, negative = inhibition, actives largely listed as inhibitors | P17405 | placental ASM, HMU-PC fluorogenic substrate, 60 min; further: potency means the concentration at half of the fitted maximal effect
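Fluorescence read-out (Ex 386 nm, Em 447 nm) after stopping the reaction at pH 10. Enzyme: ASM from human placenta; substrate HMU-PC0, 9 uM final; 60 min, 37 °C. Compound preincubation 10 min, ambient temperature.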
PTAP TSG101 blk = blocks PTAP/TSG101 interaction to inhibit HIV-1 budding; Q99816; Fluorescence polarization, FITC-PTAP peptide / Tsg101 binding; 340,000 tested, under 10 active; Potency, µM (top dose mostly 115 µM), for the others: at the highest dose activity change, negative = inhibition, most hits filed as inhibitors; active means well fitted inhibition curve with a large enough effect in the main read-out, with a control signal flat, not every such curve was filed as active; inconclusive means small, poorly fitted or top-dose-only effect, or effect the other way, or a change in a side signal; inactive means no such curve, though single readings can be large or run the other way; further: potency means the concentration at half of the fitted maximal effect; % of control where 0% means no effect
Target sequence (Q99816 whole entry, looked up): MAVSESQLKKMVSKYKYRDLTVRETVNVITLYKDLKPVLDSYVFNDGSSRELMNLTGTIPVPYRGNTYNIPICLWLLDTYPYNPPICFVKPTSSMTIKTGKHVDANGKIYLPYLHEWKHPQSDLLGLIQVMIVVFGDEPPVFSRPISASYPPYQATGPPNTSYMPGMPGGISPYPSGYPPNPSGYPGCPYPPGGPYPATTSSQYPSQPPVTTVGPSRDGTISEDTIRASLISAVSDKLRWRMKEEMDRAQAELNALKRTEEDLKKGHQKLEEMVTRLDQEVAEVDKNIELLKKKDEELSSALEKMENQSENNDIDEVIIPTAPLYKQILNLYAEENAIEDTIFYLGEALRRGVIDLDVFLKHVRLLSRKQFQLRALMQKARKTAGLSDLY
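Tsg101 binding domain (10 uM final) was mixed with compound and a FITC-labeled PTAP peptide (50 nM final) in HEPES pH 7.5 buffer with NaCl, Tween 20, EDTA and TCEP; fluorescence polarization was read after 20 min at r.t.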
a7 integrin act = integrin-mediated muscular dystrophy alleviation activation; alpha7betagal myoblasts, beta-gal FDG fluorescence, 48 h; Potency, µM (top dose mostly 38.3 µM), for inactives: at the highest dose activation, most hits filed as activators; 350,000 tested, 0.064% active;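 further: potency means the concentration at half of the fitted maximal effect; 100% = response of the positive control SU9516; nearly all actives have a fitted effect of over 60% in size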
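alpha7betagal+/- myoblasts (passage 13, 250/well) treated 48 h at 37C with compounds at 1:260 dilution of DMSO stock. Lysed, then beta-galactosidase activity read as FDG fluorescence (ex 480/em 540) after 30 min, with pre-read for autofluorescence.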
PKM2 activator = increases activity of human pyruvate kinase M2. P14618. purified PKM2, Kinase-Glo ATP luminescence, activation; response scale: 0% is enzyme alone, no compound. Potency, µM (doses to about 57.5 µM), for inactives: at the highest dose activation, usual class: activators. 260,000 tested, 0.34% active. AID 1631; further: potency means the concentration at half of the fitted maximal effect; on the % scale 0 is the no-effect control and ±100 the full control effect; nearly all actives have a fitted effect of over 55% in size
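Kinase-Glo luminescence reports ATP generated from ADP (0.1 mM) and PEP (0.5 mM) by purified hPK-M2 after 1 h at room temperature, pH 7.2 imidazole buffer; intermediate enzyme activity allows detecting inhibitors and activators.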
GALK inhibitor = blocks human galactokinase activity; P51570; Potency, µM (doses to about 57.5 µM), for inactives: at the top dose activity change, negative = inhibition, most hits filed as inhibitors; 270,000 tested, 0.007% active; Purified GALK, Kinase-Glo residual ATP luminescence; further: potency means the concentration at half of the fitted maximal effect; on the % scale 0 is the no-effect control and ±100 the full control effect
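ATP-depletion format; final 35 uM ATP, 100 uM D-galactose, 5 nM enzyme; pH 8.0 HEPES/Mg2+ buffer; 60 min RT; luminescence read 10 min after detection reagent.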
Giardia kill = Giardia lamblia killing; AID 540267; 340,000 tested, 0.15% active; Giardia lamblia trophozoite viability; activity change, % at 7.66 µM, hits read low; in the data active means activity change below about -80%; inconclusive means between about -30% and that limit;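 further: parasites exposed to compound for two days anaerobically before the ATP read; on the % scale 0 is the no-effect control and ±100 the full control effect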
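Giardia lamblia trophozoites (100 cells/well) were incubated with compounds for 48 h at 37 deg C under anaerobic conditions. Viability was read as ATP content by one-step luminescence after 15-30 min at room temperature.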
Chronic BCR inh = chronic active BCR signaling inhibition; ABC-DLBCL IkBa-CBG/CBR reporter, luminescence ratio, 4 h; AID 493014; 340,000 tested, 0.05% active; Potency, µM (doses to about 46.1 µM), for inactives: top-dose ratio change, negative = lower green/red ratio, actives largely listed as inhibitors; active means well fitted inhibition curve with a large enough effect in the signal ratio, with a control signal flat, not every such curve was filed as active; inconclusive means small, poorly fitted or top-dose-only effect, or effect the other way, or a change in a side signal; the % refers to the signal ratio;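 further: potency means the concentration at half of the fitted maximal effect; plate controls were basal doxycycline-induced cells for no effect and cells given 10 µM MG132 for full effect; MG132 reads +100%, hits lower the ratio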
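Cell line TMD8 (human ABC DLBCL), stably expressing tet-inducible CBG68-IkBa fusion and CBR; IMDM/0.5% FBS; cpd up to 46 uM; dox induction, 4 h, 37C/5% CO2; dual luminescence; green/red ratio; MG132 control.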
Starred values were filed as active, the others as inactive; u = inconclusive; x = no result given; & = joins results of further samples; [ ] = another dose, or the depositor's remark. Unless noted, the call rests on the fitted dose curve; in most records, active means well fitted curve in the direction sought with a large enough effect; inconclusive means small, poorly fitted or top-dose-only effect, or another doubt; inactive means no such curve, though single readings can be large; an effect the other way counts as inactive or inconclusive.

SMILES	Tb PFK block	Menin-MLL TR inh	FBPA coupling cs	B2AR arrestin	S-ASM inh	PTAP TSG101 blk	a7 integrin act	PKM2 activator	GALK inhibitor	Giardia kill	Chronic BCR inh
CCOC(=O)c1sc2nc(COC(=O)c3c(F)cccc3F)[nH]c(=O)c2c1C	8%	u	2	-0.9%	-2%	7%	-2%	1%	1%	-2	7%
CC(C)=CCC/C(C)=C/CNC(=O)C[C@H]1C[C@H](C(=O)N2CCCCC2)[C@@]2(C)c3[nH]c4cc(-c5ccco5)ccc4c3CCN2C1=O	3%	x	x	-0.2%	-24%	3%	-41%	x	x	u	u
N#C/C(=C\Nc1ccc2c(c1)OCCO2)c1nc(-c2ccccc2)cs1	3%	-1%	0	-0.9%	10%	0%	u	2%	0%	3	-8%
O=C(COc1ccccc1F)NCC(c1ccco1)N1CCCC1 (stereo unspecified)	-1%	0%	-1	0.1%	-2%	-2%	-30%	-1%	1%	-15	2%
CCOC(=O)c1ccc(NC(=O)C2=C(C)Nc3nc(CCCO)nn3C2c2cccc(C)c2)cc1 (stereo unspecified)	1%	0%	1	-2.6%	-2%	-2%	-6%	8%	2%	4	u
COCCCNC(=O)C[C@H]1C[C@H](C(=O)N2CCCCC2)[C@@]2(CCc3ccccc3)c3[nH]c4ccc(Cl)cc4c3CCN2C1=O	1%	x	x	1.1%	-19%	-2%	-2%	x	x	u	8%
Cc1onc(-c2ccccc2)c1C(=O)Nc1ccon1	2%	13%	3	-0.2%	3%	-12%	-19%	-4%	5%	0	14%
O=C(c1cc2cccc([N+](=O)[O-])c2oc1=O)N1CCOCC1	1%	x	-1	0.0%	-5%	1%	-6%	-6%	-2%	-14	7%
CCc1ccc(-c2cc(N)n(-c3ccccc3)n2)cc1	0%	4%	4	0.1%	2%	-3%	4%	-10%	8%	-20	u
CCCCc1ccc(-c2c(C#N)c(N)nc3c2CCCC3)s1	-6%	2%	1	-2.9%	23%	-9%	21%	0%	x	16	-18%
CON/C=N/C(=S)Nc1ncc(C(F)(F)F)cc1Cl	8%	-8%	-3	-0.6%	0%	1%	28%	5%	-2%	-12	1%
CN(CC(=O)Nc1nc2ccccc2s1)S(=O)(=O)c1ccc(Br)cc1	-1%	-2%	-3	-0.2%	-7%	x	-22%	3%	-3%	15	1%
CCOC(=O)C1CCN(C(c2ccc(OC)c(OC)c2)c2sc3nc(C)nn3c2O)CC1 (stereo unspecified)	0%	-6%	1	-0.2%	5%	-4%	25%	-5%	0%	25	-2%
CCCn1nnnc1NCc1ccc(N2CCCC2)cc1	7%	8%	4	0.2%	1%	0%	26%[7.66 µM]	16%	0%	4	-29%
CC(=O)Nc1ccc(NC(=O)C(NS(=O)(=O)c2ccc3c(c2)OCCO3)C(C)C)cc1 (stereo unspecified)	-4%	x	x	-0.1%	3%	-3%	10%	x	x	13	0%

Just Giardia kill (two entries from above):
| SMILES | Giardia kill |
| --- | --- |
| O=C(c1cc2cccc([N+](=O)[O-])c2oc1=O)N1CCOCC1 | -14 |
| CC(C)=CCC/C(C)=C/CNC(=O)C[C@H]1C[C@H](C(=O)N2CCCCC2)[C@@]2(C)c3[nH]c4cc(-c5ccco5)ccc4c3CCN2C1=O | u |

Next records
SMILES	Tb PFK block	Menin-MLL TR inh	FBPA coupling cs	B2AR arrestin	S-ASM inh	PTAP TSG101 blk	a7 integrin act	PKM2 activator	GALK inhibitor	Giardia kill	Chronic BCR inh
S=C(NCc1ccncc1)Nc1ccccc1	-4%	-3%	2	0.5%	8%	-4%	u	-1%	0%	-7	-4%
CCCCC(=O)Nc1ccc(C(=O)N2CCN(c3ccccc3OC)CC2)cc1	-3%	8%	2	0.1%	0%	-9%	15%	2%	-1%	12	u
CCOC(=O)c1c(Cc2cccc(Cl)c2)c[nH]c1C	12%	-4%	-5	-0.1%	0%	1%	4%	2%	-3%	-3	0%
CCCNC(=O)c1ccc(N2CCC3(CC2)CC(c2ccccc2)=NO3)c(NC(=O)Cc2ccc(F)cc2)c1	3%	-21%	0	-0.2%	u	0%	-14%	0%	x	5	u
CCn1c(=O)[nH]c2cc(Cl)c(Cl)cc21	-9%	3%	-2	-0.1%	-1%	1%	x	x	x	-8	-11%
Nc1c(C(=O)O)sc2nc(-c3ccccc3)cc(-c3ccc(Cl)cc3)c12	-4%	x	15	0.3%	14%	u	25%	-4%	6%	-8	5%
Cc1ccsc1C(=O)OCc1cc(=O)n2ccsc2n1	-24%	x	x	0.3%	-1%	-2%	-24%	x	x	3	u
CC1=C(C(=O)N2CCCCC2)C(c2cccs2)C2=C(CCCC2=O)N1 (stereo unspecified)	2%	-5%	-9	-0.3%	73%[activator]	-11%	-15%	-3%	5%	14	4%
COC(CNC(=O)c1ccc2c(c1)nc(C)n2-c1cc(C)cc(C)c1)OC	0%	-27%	1	0.1%	2%	-6%	18%	x	2%	6	-8%
Cc1ccc(CSCC(=O)NCCc2ccccc2)cc1	-3%	-1%	2	-0.1%	-1%	-3%	4%	-2%	-1%	-12	17%
Cc1cc(C)cc(NC(=O)OCCN2CCN(Cc3ccccc3)CCC2=O)c1	-4%	-8%&-3%	-1&6	-4.4%	-9%	-1%	0%	-7%	x	18	-7%
CCCCOC(=O)c1cc(C)nc2ccc(Br)cc12	-3%	-19%	-1	0.1%	-4%	-9%	-19%	6%	-2%	-2	-10%
O=C(C1CCN(S(=O)(=O)N2CCC3(CC2)OCCO3)CC1)N1CCN(Cc2ccccc2)CC1	4%	-1%	2	-0.4%	-2%	-7%	8%	3%	-5%	19	0%
Nc1cccc(Nc2nc(OC(C(F)(F)F)C(F)(F)F)nc(OC(C(F)(F)F)C(F)(F)F)n2)c1	1%	89%[activator]	-19	-0.6%	u	-1%	-58%[inhibitor]	-1%	1%	-8	6%
Oc1ccc(Br)cc1/C=N/n1c(COc2ccccc2)n[nH]c1=S	0%	u	8	-0.4%	-5%	-4%	11%	x	-1%	0	u

Entries listed so far that contain a thiophene ring, fused or not:
SMILES	Tb PFK block	Menin-MLL TR inh	FBPA coupling cs	B2AR arrestin	S-ASM inh	PTAP TSG101 blk	a7 integrin act	PKM2 activator	GALK inhibitor	Giardia kill	Chronic BCR inh
CCOC(=O)c1sc2nc(COC(=O)c3c(F)cccc3F)[nH]c(=O)c2c1C	8%	u	2	-0.9%	-2%	7%	-2%	1%	1%	-2	7%
CCCCc1ccc(-c2c(C#N)c(N)nc3c2CCCC3)s1	-6%	2%	1	-2.9%	23%	-9%	21%	0%	x	16	-18%
Nc1c(C(=O)O)sc2nc(-c3ccccc3)cc(-c3ccc(Cl)cc3)c12	-4%	x	15	0.3%	14%	u	25%	-4%	6%	-8	5%
Cc1ccsc1C(=O)OCc1cc(=O)n2ccsc2n1	-24%	x	x	0.3%	-1%	-2%	-24%	x	x	3	u
CC1=C(C(=O)N2CCCCC2)C(c2cccs2)C2=C(CCCC2=O)N1 (stereo unspecified)	2%	-5%	-9	-0.3%	73%[activator]	-11%	-15%	-3%	5%	14	4%

Continued.
SMILES	Tb PFK block	Menin-MLL TR inh	FBPA coupling cs	B2AR arrestin	S-ASM inh	PTAP TSG101 blk	a7 integrin act	PKM2 activator	GALK inhibitor	Giardia kill	Chronic BCR inh
COc1ccc(/C=C(\C#N)C(=O)OCC(=O)NCc2ccccc2OC)cc1	0%	x	x	-0.3%	x	1%	u	x	x	12	2%
Cn1c(-c2cc(Cl)ccc2O)nc2c1c(=O)[nH]c(=O)n2Cc1ccccc1	-1%	21%	0	7.2%	-3%	-2%	-21%	3%	-1%	4	3%
CCCc1nn2c(N)c(/C=C3\C=Nc4ccccc43)c(=O)nc2s1	-3%&12%	4%	-5&2	-0.6%&-1.3%	2%&6%	-8%&-5%	37%&8%	-4%&3%	-1%&2%	-8&18	6%&-12%
O=C(Nc1ccccc1C(=O)Nc1ccc2c(c1)OCO2)c1cccs1	-3%	u	0	0.1%	-13%	-6%	15%	-4%	-2%	-3	u
O=C(NCCN1C(=O)S/C(=C/c2cccnc2)C1=O)C1CC(=O)N(Cc2ccccc2)C1 (stereo unspecified)	4%	-4%	2	0.3%	-1%	-7%	0%	2%	1%	22	-1%
O=C(Cn1c(=O)c2cccn2c2ccccc21)Nc1cc(F)ccc1F	0%	x	x	-0.2%	-2%	4%	6%	x	-9%	-6	3%

An excerpt (hit frequency here may not be typical).
